Source: PubChem BioAssay (National Center for Advancing Translational Sciences (NCATS))
Vif-A3F inh: blocks the Vif interaction with APOBEC3F; HeLa A3F-eYFP + Vif (tagged APOBEC3F with the HIV-1 protein that degrades it), YFP fluorescence increase; hit rate 0.2% among 390,000; Potency, µM (doses to about 46.1 µM), for inactives: at the highest dose activity, negative = active; AID 602313; note: % of control where 0% means no effect; nearly all actives have a fitted effect of over 65% in size
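HeLa cells stably expressing Vif plus C-terminally eYFP-tagged A3F were seeded, incubated overnight at 37 deg C, dosed with compound, incubated overnight again at 37 deg C. Yellow fluorescence (Ex 488/Em 500-530) reported blocked Vif-mediated A3F-eYFP degradation.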
RGS4 inh: inhibitors of human regulator of G protein signaling 4; Potency, µM (titrated, usually from 114 µM), for inactives: top-dose activity change, negative = inhibition, usual class: inhibitors; AID 504845; P49798; Transcreener GDP fluorescence polarization, RGS4-accelerated GTP hydrolysis; hit rate 0.039% among 390,000; note: % is set by controls: 0 for no effect and ±100 for the full control effect; nearly all actives have a fitted effect of over 75% in size; some results filed as inactive show a strong effect at the top dose
Target sequence (P49798 whole entry, looked up): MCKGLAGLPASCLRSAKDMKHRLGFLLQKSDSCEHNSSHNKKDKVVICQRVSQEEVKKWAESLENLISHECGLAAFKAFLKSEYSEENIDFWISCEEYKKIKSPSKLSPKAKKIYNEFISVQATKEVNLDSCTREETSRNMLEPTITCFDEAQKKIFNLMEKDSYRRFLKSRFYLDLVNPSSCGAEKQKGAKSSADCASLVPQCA
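MLSMR compounds (23 nl, pin-transferred) preincubated 10 min at room temperature with a 500nM (2x) first reagent, then RGS4 at 900nM (2x) plus Transcreener GDP mix added; fluorescence polarization (620/688 nm) read before and after 90 min at 30 °C.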
TrxR1 substrate: is turned over as a substrate by rat TrxR1; O89049; purified TrxR1 substrate turnover, NADPH consumption readout; Potency, µM (series often up to 114 µM), without a hit: at the highest dose activity change, negative = substrate turnover; hit rate 0.01% among 390,000; note: % is set by controls: 0 for no effect and ±100 for the full control effect; nearly all actives have a fitted effect of over 50% in size
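Rat TrxR1, dispensed at 90 nM, was prereduced with 400 uM NADPH (final) for 5 min at ~22 deg C, then incubated with compound 15 min before 400 uM selenite. A first-read NADPH fluorescence drop versus no-compound background flagged substrates.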
RXFP1 agonist: agonists of human relaxin receptor RXFP1; Q9HBX9; HEK293T-RXFP1 cAMP TR-FRET, 30 min; response scale: percent of porcine relaxin response, buffer zero; Potency, µM (doses to about 57.5 µM), without a hit: at the top dose activation, actives largely listed as activators; hit rate 0.3% among 370,000; AID 2676; note: % is set by controls: 0 for no effect and ±100 for the full control effect; nearly all actives have a fitted effect of over 60% in size; many of its hits are not listed in these tables
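HEK293T cells stably expressing RXFP1 were pretreated with the PDE4 inhibitor Ro 20174, exposed to compounds for 30 min at 37C, lysed, and cAMP was read by TR-FRET. Data normalized to buffer (basal) and 29 nM porcine relaxin (100%).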
USP1 inh: USP1/UAF1 (human) deubiquitinase inhibition; O94782; recombinant USP1/UAF1, Ub-Rhodamine cleavage fluorescence; Potency, µM (highest dose often 57.1 µM), for the others: at the top dose activity change, negative = inhibition, actives largely listed as inhibitors; hit rate 0.23% among 390,000; AID 743255; note: % is set by controls: 0 for no effect and ±100 for the full control effect; nearly all actives have a fitted effect of over 60% in size; inactives centre near -12
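Step one: compound is pinned into 1nM USP1/UAF1 in HEPES pH 7.8 buffer with TCEP. Step two: 15 min room-temperature incubation. Step three: Ub-Rho (150nM final) starts cleavage, tracked by fluorescence over six one-minute reads.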
IDH1 R132H inh: human IDH1 R132H inhibition. O75874. IDH1-R132H enzyme, NADPH consumption, diaphorase/resazurin fluorescence. Potency, µM (series often up to 76.6 µM), inactives show at the top dose activity change, negative = inhibition, hits mostly inhibitors. hit rate 0.093% among 390,000; note: % is set by controls: 0 for no effect and ±100 for the full control effect; nearly all actives have a fitted effect of over 65% in size
Target sequence (O75874 whole entry R132H, stated change not applied): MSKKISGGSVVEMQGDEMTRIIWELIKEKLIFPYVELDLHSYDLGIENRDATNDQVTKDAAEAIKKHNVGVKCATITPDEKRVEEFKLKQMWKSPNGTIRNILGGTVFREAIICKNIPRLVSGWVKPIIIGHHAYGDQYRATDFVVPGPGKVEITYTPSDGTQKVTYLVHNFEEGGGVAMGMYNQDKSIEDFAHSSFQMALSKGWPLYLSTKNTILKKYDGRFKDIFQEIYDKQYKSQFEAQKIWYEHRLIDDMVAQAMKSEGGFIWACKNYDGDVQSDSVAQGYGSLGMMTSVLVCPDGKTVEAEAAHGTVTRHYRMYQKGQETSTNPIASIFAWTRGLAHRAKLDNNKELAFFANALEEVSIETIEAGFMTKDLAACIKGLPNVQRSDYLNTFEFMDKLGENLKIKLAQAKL
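IDH1-R132H (0.5 ug/mL dispensed) in pH 7.5 Tris buffer was preincubated 30 min with compound, then given a substrate mix of 0.016 mM NADPH and 2 mM alpha-KG for 80 min at room temperature; remaining NADPH was read by diaphorase/resazurin fluorescence.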
rTrxR1 inhibitor: inhibitors of rat thioredoxin reductase 1. Potency, µM (series often up to 114 µM), for inactives: at the highest dose activity change, negative = inhibition, usual class: inhibitors. O89049. AID 588453. hit rate 1% among 390,000. recombinant rTrxR1, NADPH fluorescence consumption, selenite substrate; note: % is set by controls: 0 for no effect and ±100 for the full control effect; nearly all actives have a fitted effect of over 65% in size
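Rat TrxR1 (90 nM in the dispensed reagent) was pre-reduced with 400 uM NADPH for 5 min at room temperature, then incubated with compound for 15 min. After 400 uM selenite was added, NADPH fluorescence (Ex 340/Em 450 nm) was followed for 8 min.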
Vif-A3G inh: inhibitors of Vif-APOBEC3G interaction; HeLa A3G-eYFP + Vif (tagged APOBEC3G with the HIV-1 protein that degrades it), YFP fluorescence, overnight; hit rate 0.076% among 410,000; Potency, µM (doses to about 46.1 µM), for inactives: at the top dose activity, negative = active, usual class: inhibitors; Q9HC16;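 note: % is set by controls: 0 for no effect and ±100 for the full control effect; nearly all actives have a fitted effect of over 60% in size; hits raise eYFP signal because A3G escapes Vif-driven loss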
Target sequence (Q9HC16 whole entry, looked up): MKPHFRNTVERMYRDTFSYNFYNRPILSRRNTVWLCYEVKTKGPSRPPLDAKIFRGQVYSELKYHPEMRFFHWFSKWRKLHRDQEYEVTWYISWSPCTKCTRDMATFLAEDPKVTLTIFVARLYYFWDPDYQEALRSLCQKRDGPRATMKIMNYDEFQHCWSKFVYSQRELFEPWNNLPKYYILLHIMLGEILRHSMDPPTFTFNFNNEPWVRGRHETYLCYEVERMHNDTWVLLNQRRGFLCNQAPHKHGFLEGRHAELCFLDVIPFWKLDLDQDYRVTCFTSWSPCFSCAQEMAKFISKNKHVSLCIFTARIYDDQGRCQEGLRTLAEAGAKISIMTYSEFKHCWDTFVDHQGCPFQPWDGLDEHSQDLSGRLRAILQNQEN
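HeLa cells stably expressing Vif and C-terminally eYFP-tagged A3G, seeded overnight at 37 deg C, then exposed to compound by pintool overnight at 37 deg C. Rise in yellow fluorescence (Ex 488/Em 500-530, Acumen) marks blocked Vif-driven A3G degradation.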
ALOX12 inh: inhibitors of human 12S-lipoxygenase ALOX12; purified 12hLO, xylenol orange hydroperoxide absorbance; P18054; Potency, µM (top dose mostly 108 µM), without a hit: at the top dose activity change, negative = inhibition, most hits filed as inhibitors; hit rate 1.1% among 580,000; AID 1671190; note: % is set by controls: 0 for no effect and ±100 for the full control effect
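Purified human 12hLO at 150 nM in 25 mM Hepes, 0.01% Triton X-100, pH 7.0, preincubated 15 min at room temperature with compound. Reaction started with 40 uM arachidonic acid, 30 min at room temperature. Hydroperoxide measured by Fe-xylenol orange, 573/405 nm absorbance ratio.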
Active calls of the source: *; ? = inconclusive; · = no result given; & = joins results of further samples; [ ] = remark or other dose. Calls come from the whole dose curve; as a rule, active = well fitted curve in the direction sought with a large enough effect; inconclusive = small, poorly fitted or top-dose-only effect, or another doubt; inactive = no such curve, though single readings can be large; an effect the other way counts as inactive or inconclusive. Potency is the fitted concentration of half-maximal effect. An excerpt, so the mix of outcomes need not match the whole.

Compound	ALOX12 inh	Vif-A3G inh	Vif-A3F inh	rTrxR1 inhibitor	TrxR1 substrate	RXFP1 agonist	RGS4 inh	USP1 inh	IDH1 R132H inh
COc1cc(/C=C2\CC/C(=C\c3ccc(OCCO)c(OC)c3)C2=O)ccc1OCCO	-21%	-13%	?	8%[57.1 µM]	9%[57.1 µM]	7.4%	11%	?	18%
COC(=O)c1ccc(Cl)cc1NC(=O)N(Cc1ccc(OC)cc1)C1CCN(C(C)=O)CC1	2%	0%	-11%	0%	-1%	4.0%	-9%	-1%	?
CCc1nn(CCCC(=O)NCc2ccc(C)cc2)c(=O)c2cc3occc3n12	3%&-22%	1%&6%	-2%&2%	109%&2%	483%&2%[activator]	5.8%&-1.1%	-16%&26%	-20%&-12%	0%&17%
CC(=O)Nc1ccc(NC(=O)c2ccc(COc3ccccc3Br)o2)cc1	8%	0%	-3%	30%	9%	-1.6%	7%	-25%	6%
COc1ccc(NC(=O)c2cc(-c3cc(OC)c(OC)c(OC)c3)nc3ccccc23)cc1OC	-26%	-2%	13%	1%	-10%	0.1%	-5%	-18%	-10%
CC(=O)N1c2ccc(S(=O)(=O)N3CCCCC3)cc2CC1C(=O)NCc1ccc(N(C)C)cc1 (stereo not given)	-15%	-4%	3%	17%	7%	-0.7%	10%[11.4 µM]	-21%	3%
Cc1ccc(-c2nnn(CC(=O)N(Cc3cccs3)C(C(=O)NC3CCCC3)c3ccco3)n2)o1 (stereo not given)	0%	-1%	-18%	9%	-1%	0.2%	22%	-1%	-3%
COC(=O)c1ccc(OC(=O)N2CCOCC2)cc1	0%	-1%	-2%	4%	-3%	0.0%	10%	-15%	-1%
COc1cccc(N2CC(C(=O)NCc3n[nH]c(=O)c4ccccc34)CC2=O)c1 (stereo not given)	-14%	0%	-10%	-6%	-6%	0.0%	29%	-5%	4%
CC1CCN(S(=O)(=O)c2ccc(-c3nnc(SCc4cccnc4)o3)cc2)CC1	0%	2%	-2%	12%	0%	2.3%	22%	-1%	9%
COC(=O)c1ccccc1S(=O)(=O)N1Cc2cc([N+](=O)[O-])ccc2Oc2ccccc21	?	1%	-3%	-9%	-11%	3.6%	-27%	-8%	13%
CC1(C)CC(=O)C2=C(C1)N(Cc1ccco1)C(=O)C2(NC(=O)C1CCCCC1)C(F)(F)F (stereo not given)	0%	-6%	0%	-5%	-2%	0.1%	9%	-2%	4%
Nc1c(C(=O)Nc2ccc(F)c(F)c2)sc2nc(-c3ccncc3)ccc12	-21%	4%	1%	14%	3%	0.0%	-13%	?	4%
O=C(N/N=C/c1c(Cl)cccc1Cl)C(=O)NC1CC1	0%	4%	-1%	12%	-5%	0.0%	8%	-19%	-1%
CCCN1C(=O)CN(C2CCCCCC2)C(=O)C1c1ccc(OCC)c(OC)c1 (stereo not given)	-17%	-2%	-2%	-5%[57.1 µM]	-4%[57.1 µM]	0.6%	11%	-3%	11%
O=C(NC1CCCCCC1)C1CCN(C(=O)N2CCOc3ccc(Cl)cc32)CC1	-15%	2%	2%	23%	2%	-0.8%	-19%	3%	17%
COc1cccc(OC)c1C(=O)Nc1ccccc1C(=O)N1CCCCCC1	2%	-2%	7%	-4%	-5%	-1.3%	-9%	-15%	3%
COCC(=O)Nc1ccc(OC)c(Cl)c1	3%	1%	9%	17%	8%[57.1 µM]	-3.0%	-11%	0%	0%
C=CCn1cc(C(=O)N2CCN(C)CC2)c(=O)c2cc(S(=O)(=O)N(CC)CC)ccc21	-12%	0%	-4%	?	-3%	6.7%	-19%[56.9 µM]	-19%	6%
CCOc1cc(C=NNC(=O)CCCC(=O)NN=Cc2ccc(O)c(OCC)c2)ccc1O	-10%	0%	1%	-11%	-4%	·	-29%	-12%	-1%
COc1ccccc1C(=O)NC(CCSC)C(=O)NC1CCCCCC1 (stereo not given)	-5%	-2%	8%	31%[57.1 µM]	-4%[57.1 µM]	-0.3%	1%	-13%	4%
O=C(Nc1cccc(Cl)c1)OCc1cn(-c2ccc(Cl)cc2)nn1	-18%	3%	-9%	-7%	-10%	1.3%	32%	-13%	0%
Cc1cc(C)c(C#N)c(SCCS(=O)(=O)c2ccc(Cl)cc2)n1	-4%	-4%	10%	4%	4%	-4.9%	26%	-1%	3%
COc1cc(S(=O)(=O)N2CCOCC2)ccc1NC(=O)COC(=O)COc1ccccc1	-9%	3%	-5%	6%[57.1 µM]	6%[57.1 µM]	1.5%	-11%	-6%	-3%
CCOc1ccc(/C=C/C(=O)Nc2cccc(C(C)=O)c2)cc1	-13%	5%	5%	14%	4%	-0.2%	-21%	-23%	6%
O=C(c1sc2ccccc2c1Cl)N1CCN(c2ccccc2F)CC1	7%	-5%	-7%	2%	-3%	3.3%	-12%	-29%	5%
Cc1ccc2c(c1)N(C(=O)N1CCC(C(=O)NCc3cccs3)CC1)CC(C)O2 (stereo not given)	-5%	1%	1%	17%	12%[11.4 µM]	1.9%	-5%	-5%	-4%
Fc1ccc(Nc2nc(SCc3cccc(F)c3)nc3ccccc23)cc1	-4%	-11%	-26%	17%[57.1 µM]	3%[57.1 µM]	1.2%	-14%	-10%	4%
COC(=O)C(Cc1ccc(O)cc1)NC(=O)CCNC(=O)c1ccco1 (stereo not given)	3%	-3%	-6%	22%[0.457 µM]	4%[0.457 µM]	0.3%	-8%	-14%	-2%
O=c1[nH][nH]c(C(F)(F)F)c1C=NCc1cccs1	2%	2%	-1%	20%	-6%	0.9%	14%	-11%	-5%
CC(=O)Nc1ccc(NC(=O)C(C)N2CCN(S(=O)(=O)c3ccc(C)cc3)CC2)cc1 (stereo not given)	-23%	1%	-5%	-9%[57.1 µM]	-5%	3.4%	-9%	-17%	1%
CC1CN(c2nc3ccccn3c(=O)c2/C=C(\C#N)S(=O)(=O)c2ccccc2)CC(C)O1 (stereo not given)	0%[57.4 µM]	-13%	-2%	-5%[57.1 µM]	2%[57.1 µM]	2.7%	-3%[11.4 µM]	-18%	-7%
Cc1ccc(C(=O)N2CCN=C2SCc2ccc([N+](=O)[O-])cc2)cc1	2%	0%	-1%	13%[57.1 µM]	4%[57.1 µM]	3.2%	-7%	-20%	-4%
O=C1CC(c2nnc(Cc3ccccc3Cl)o2)CN1c1ccccc1 (stereo not given)	-2%	1%	-2%	7%	1%	0.0%	-9%	-14%	-2%
CN(C)CCCN(C(=O)c1ccc(Cl)s1)c1nc2cc3c(cc2s1)OCO3	-6%	-15%	-28%	14%	3%	2.5%	10%	-23%	-6%
COc1ccc2c(c1)c1ncn(CCc3ccccc3)c(=O)c1n2C	-3%	-4%	0%	159%[activator][57.1 µM]	205%[activator][57.1 µM]	2.0%	-4%	-8%	6%
Cc1[nH]c2ccccc2c1C(C[N+](=O)[O-])c1cccc(O)c1 (stereo not given)	-21%	0%	-8%	1%	-3%	-0.2%	9%	-26%	6%
C=CC[C@H](CC(=O)N(CCO)Cc1ccccc1)C(=O)N[C@H](C)COC(=O)[C@@H](CC=C)Cc1ccc(F)cc1	0%	2%	0%	3%	-5%	·	8%	-27%	-3%
Cc1c(NC(=O)c2sc3c([N+](=O)[O-])cccc3c2Cl)cccc1-c1nc2ccccc2o1	-24%	0%	-2%	24%	3%	-3.8%	18%	5%	6%
O=C(Cc1cc2ccccc2o1)NCc1ccc(F)cc1	·	?	-4%	5%	5%	0.3%	2%	-9%	5%
Cc1ccc(C)c(NC(=S)/C(=C(\[O-])c2ccc(OC(F)F)cc2)[n+]2ccccc2)c1	-10%	0%	-3%	-8%	2%	-2.3%	-7%	?	10%
CC12CCC(C(=O)N(CSC(=S)N/N=C\c3ccccc3O)C1=O)C2(C)C (stereo not given)	0%	-7%	-8%	?	-13%	-6.4%	?	-17%	0%
CC(C)[C@H](NC(=O)c1ccccc1)C(=O)OCC(=O)N1CCN(C(=O)c2ccco2)CC1	-10%	2%	8%	5%[57.1 µM]	6%[57.1 µM]	0.3%	30%	-9%	14%
Cc1cnc(NS(=O)(=O)c2ccccc2)c(Br)c1	0%	2%	13%	29%[11.4 µM]	-16%[11.4 µM]	0.1%	-19%	?	9%
